FAS TE block: FAS thioesterase (human) inhibition | recombinant FAS-TE, OMFH fluorogenic substrate, fluorescence endpoint | inhibition, % at 15 µM | 360,000 tested, 0.67% active | AID 602261;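 active = compounds whose normalised, plate-corrected inhibition of enzyme fluorescence in the single-dose primary screen is 50% or more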;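 also: 0% = DMSO with enzyme and 100% = substrate without enzyme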
Rin1 Abl inh: human Rin1-Abl interaction inhibition; 360,000 tested, 0.4% active; inhibition, % at 7.35 µM; P00519+Q13671; AID 588664; TR-FRET Rin1/Abl binding, biochemical; in the data active = inhibition above about 5%, passing the limit was not always enough
MsrA act: activators of bovine methionine sulfoxide reductase A | purified bovine MsrA, absorbance read-out | activation, % at 10.6 µM | 360,000 tested, 0.3% active; in the data active = activation above about 7.5%;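 also: 0% = vehicle and 100% = reference activator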
SKN-1 inh: blocks SKN-1 activity in C. elegans; inhibition, % at 21.8 µM; AID 624304; C. elegans VP596 Pgst-4::GFP/RFP ratio, acrylamide-induced, 24 h; 360,000 tested, 0.49% active;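 active = interference check ratio from 0.5 to 1.5 plus GFP to RFP signal ratio inhibition reaching or exceeding a fixed threshold, cut at about 30% in these data, passing the limit was not always enough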; also: some compounds called inactive have numbers as strong as hits
MT1-MMP act inh: blocks activation of human MT1-MMP. 360,000 tested, 0.061% active. AID 651647. P50281. HT1080 RFP-PRO-GFP cells, GFP/RFP ratio fluorescence, overnight; percent of plate control window, DMSO zero. GFP/RFP ratio change, % at 20 µM;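 active = GFP/RFP ratio change of at least 30% with cell ATP level not reduced by more than half and red fluorescence within 50% of control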; also: strong numbers were not always called active
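Test system: HT1080 cells expressing an RFP-PRO-GFP fluorescent reporter construct / Compound dosing: single-point 20 µM compound, 1% DMSO / Schedule: cells overnight before dosing, compound overnight, 37 °C, 5% CO2 / Evaluation: GFP/RFP fluorescence ratio / Control set: DMSO and RFP-L50D-GFP cell wells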
E coli Lon inh: inhibits E. coli Lon protease | inhibition, % at 7.94 µM | AID 602123 | 360,000 tested, 0.42% active | purified E. coli Lon protease, fluorescence polarization; in the data active = inhibition above about 13%, passing the limit was not always enough;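 also: 0% = enzyme with probe and DMSO and 100% = no enzyme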
Target sequence (P0A9M0 whole entry, looked up): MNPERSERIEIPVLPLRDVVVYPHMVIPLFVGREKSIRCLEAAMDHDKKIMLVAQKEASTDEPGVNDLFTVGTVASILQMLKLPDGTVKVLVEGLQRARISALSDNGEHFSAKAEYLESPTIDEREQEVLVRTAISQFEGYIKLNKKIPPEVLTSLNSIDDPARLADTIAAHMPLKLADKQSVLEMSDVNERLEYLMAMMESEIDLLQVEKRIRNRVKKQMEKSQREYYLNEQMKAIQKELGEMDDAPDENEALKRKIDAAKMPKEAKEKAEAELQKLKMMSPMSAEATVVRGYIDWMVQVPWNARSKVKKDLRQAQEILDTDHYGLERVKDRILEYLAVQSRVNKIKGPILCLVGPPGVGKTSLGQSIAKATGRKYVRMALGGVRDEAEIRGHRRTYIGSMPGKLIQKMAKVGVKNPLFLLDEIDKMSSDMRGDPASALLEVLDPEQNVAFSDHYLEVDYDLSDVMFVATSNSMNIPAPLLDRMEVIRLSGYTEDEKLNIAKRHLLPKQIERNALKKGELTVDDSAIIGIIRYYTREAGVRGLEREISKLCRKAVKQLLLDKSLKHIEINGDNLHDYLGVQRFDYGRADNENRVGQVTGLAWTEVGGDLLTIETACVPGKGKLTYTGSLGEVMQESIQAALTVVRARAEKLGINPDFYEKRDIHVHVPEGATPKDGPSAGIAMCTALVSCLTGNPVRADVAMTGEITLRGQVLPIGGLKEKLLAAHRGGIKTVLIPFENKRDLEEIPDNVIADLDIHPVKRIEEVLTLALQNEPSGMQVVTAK
Neddyl block: blocks human cullin neddylation | P61081+Q13564 | TR-FRET cullin neddylation, biochemical | calls only at 25 µM | 360,000 tested, 0.58% active | AID 651699; in the data active = inhibition above about 36%
MLLE-PAM2 inh: inhibitors of microRNA-mediated deadenylation, human PABP1 MLLE binding. P11940. GST-MLLE / FITC-PAM2 fluorescence polarization. inhibition, % at 20 µM. 360,000 tested, 0.36% active. AID 588489; in the data active = inhibition above about 35%, passing the limit was not always enough;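 also: plate controls were DMSO wells with GST-MLLE for no effect and wells lacking GST-MLLE protein for full effect; some results filed as inactive read as strong as hits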
CendR NRP1 mod: modulators of CendR peptide binding to human neuropilin-1; FAM-RPARPAR peptide binding to NRP-1, fluorescence polarization; 360,000 tested, 0.85% active; inhibition, % at 25 µM; O14786;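 active = inhibition or corrected inhibition above about 18%, plus a signal ratio from 0.5 to 1.5, limit read from the data, passing the limit was not always enough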; also: strong numbers were not always called active
Numbers without * were called inactive; i = inactive; . = no result given; + = active, no number.

SMILES	FAS TE block	Rin1 Abl inh	MsrA act	SKN-1 inh	MT1-MMP act inh	E coli Lon inh	Neddyl block	MLLE-PAM2 inh	CendR NRP1 mod
COC(=O)[C@H](NC(=O)c1cc(-c2ccccc2)nc2ccccc12)c1ccccc1	22	1	9.4*	13	2	4	i	3	0
CCc1ccc(S(=O)(=O)Nc2cccc(-c3ccc4nnc(C)n4n3)c2)s1	4	1	-2	11	13	-11	i	18	0
CCCOc1ccc(/C=c2\sc3nc(-c4ccco4)nn3c2=O)cc1OCC	-5	-1	-2	5	-3	-11	i	24	-2
O=S(=O)(NCC1CCCO1)c1ccc(S(=O)(=O)N(Cc2ccccc2F)C2CCCCC2)cc1 (configuration not stated)	19	-4	7	-4	-6	-1	i	2	-7
COc1ccc(C(CC(=O)Nc2ncccc2C)N2Cc3ccccc3C2=O)cc1 (configuration not stated)	-4	4	-2	-3	1	5	i	7	2
CCOC(=O)c1[nH]c(=O)[nH]c1COC(=O)c1cc2ccccc2o1	-4	0	-4	-5	2	-28	i	3	1
O=C(NC1CCCN(c2ccc(C(F)(F)F)cn2)C1)c1ccnc(Cl)c1 (configuration not stated)	10	6	-6	6	1	-14	i	-8	-5
Cc1c(C)c2ccc(OCc3ccc(C(=O)O)o3)c(C)c2oc1=O	-8	-5	-12	-7	2	0	.	-3	3
Cc1nc2ncccn2c1-c1csc(NCc2ccco2)n1	-7	2	-14	5	3	-1	i	25	14
CC(C)(C)c1ccc2c(c1)OC(C(=O)N/N=C\c1ccncc1)CO2 (configuration not stated)	42	-5	4	-12	4	-3	i	-6	-8
Cc1ccc(-c2nnc(SCC#CCOC(=O)c3cccs3)o2)cc1	18	0	-1	-16	0	-1	i	-135	4
Cc1ccccc1CN1C(=O)c2ccccc2C1c1nnnn1Cc1ccccc1 (configuration not stated)	0	.	-3	6	-1	4	i	.	8
NNC(=O)c1cc(-c2ccco2)[nH]n1	-3	-2	-3	-2	0	2	i	6	-2
CCCNC(=O)N1CCC(c2ccc3c(c2)OCO3)CC1	-4	1	-2	7	1	-5	i	1	-3
COC(=O)N/N=C/c1cccc([N+](=O)[O-])c1	-4	2	-1	0	0	-3	i	5	-2
CCN(C(=O)COC(=O)CNC(=O)C12CC3CC(CC(C3)C1)C2)C1CCS(=O)(=O)C1 (configuration not stated)	-6	3	0	-3	1	1	i	-4	4
CSc1ncccc1C(=O)OCC(=O)NCc1cccs1	-4	0	-12	2	0	-1	i	-8	-12
CCCOC1CCCN(Cc2nc(-c3cnccn3)no2)C1 (configuration not stated)	-3	2	-5	3	2	-2	i	-6	-8
CCCC(=O)Nc1c2c(nn1-c1ccc(OC)cc1)CS(=O)C2 (configuration not stated)	-13	-2	-11	-27	-3	2	i	-4	-7
CCNC(=O)C1CCCN(C(=O)c2cccs2)CC1 (configuration not stated)	-6	2	-1	-1	0	-5	i	-6	4
COc1cc(C(=O)Nc2cccc(-c3nc4cc(C)cc(C)c4o3)c2)cc(OC)c1OC	4	-2	0	6	2	0	i	-5	5
Cc1cccc(C)c1NC(=O)CNC(=O)c1cnccn1	-7	3	-8	6	-3	-6	i	-3	-13
COc1ccc(NC2CCCN(C(=O)c3csc(C)n3)C2)cc1 (configuration not stated)	-5	3	-5	7	-3	4	i	2	3
CSCCC(NC(=O)c1ccccc1)C(=O)NC1CC1 (configuration not stated)	-6	-2	-2	-10	0	4	i	7	-6
COc1cccc(NC(=O)COC(=O)c2ccc3c(c2)OCO3)c1	-1	-1	-2	-4	9	5	i	1	7
COc1ccc(NC(=O)CCCCC(=O)Nc2ccc(OC)cc2OC)c(OC)c1	-6	0	-3	21	3	3	i	0	-3
CCOCCCn1c(SCC(=O)NC(C)(C)C)nc2ccccc2c1=O	-5	6	-9	0	0	-4	i	-27	-8
CCn1cc(C(=O)O)c(=O)c2cc(F)c(N3CCN(C(=O)Nc4ccccc4)CC3)cc21	-1	0	-2	4	-17	3	+	10	-1
O=C(NCCc1ccc(Cl)cc1)C1CCN(S(=O)(=O)N2CCCC2)CC1	-10	1	-8	-5	6	-4	i	2	2
O=C(C(=O)N1CCN(C/C=C/c2ccccc2)CC1)c1ccccc1	.	.	.	-8	2	.	i	.	0
COc1ccccc1C(=O)NNC(=O)C(=O)N1CCCCC1	-4	4	-6	-4	1	-5	i	7	9
CCCCc1nnc(NC(=O)C=C(C)C)s1	-4	-1	0	15	0	5	i	11	7
Cc1cc(O)c(/C=N/OCc2ccc(Cl)cc2Cl)c(=O)o1	-5	1	-3	-5	1	-4	i	-4	-1
COc1cccc(NC(=O)c2nn(C34CC5CC(CC(C5)C3)C4)cc2[N+](=O)[O-])c1	18	0	-2	12	-2	-4	i	6	10
COCCCNC(=O)c1cccn2c(=O)c3cc4ccccc4cc3nc12	-7	-2	0	-7	-178	-16	+	36	-30
COc1ccc(C2=Nn3c([n+](C)c4ccccc43)SC2)cc1	1	1	-5	0	-20	-1	i	32	14
CSCCC(NS(=O)(=O)c1cc(C(=O)O)ccc1Cl)C(=O)O (configuration not stated)	-9	1	-5	-6	-2	-9	i	-18	7
COc1ccc2nc(NC(=O)C3CCCN3S(=O)(=O)c3ccc(C)cc3)sc2c1 (configuration not stated)	21	-1	-3	21	-1	5	i	8	3
COc1cccc(OCC(=O)NC2CCCCC2)c1	0	1	0	11	7	-2	i	1	1
COC(=O)CCC(=O)OC1(C)C(=O)C=C2C=C(C3CC3)N(C3CC3)C=C2C1=O (configuration not stated)	-15	1	0	-2	-2	6	i	17	14
CC(C)(C)OC(=O)N1CCCN(C(=O)Nc2ccc(C(F)(F)F)cc2)CC1	-4	-1	-6	1	3	10	i	-2	4
CCOc1ccc2oc(C(=O)OCC(=O)NC(=O)NC)c(C)c2c1	-6	0	-4	-15	0	7	i	-8	-4
O=C(O)c1ccc(SCc2cnc(Cl)s2)cc1	-4	0	-6	7	-10	8	i	35	-9
O=C(CN(C(=O)CCC(=O)Nc1nccs1)c1ccc(F)cc1)NCc1ccc(F)cc1	-1	2	1	13	0	3	i	3	9
Cc1ccccc1NC(=S)NC1(C)CCS(=O)(=O)C1 (configuration not stated)	-7	2	-4	-4	1	0	i	15	-19
Cc1ccc(Cc2c(C(C)(C)C)nc3ccc(Br)cn23)cc1	-3	1	-1	9	-5	-6	i	-15	-29
CN(C)c1ccc(NC(=O)CSc2n[nH]c(-c3ccncc3)n2)cc1	1	3	-6	-8	7	10	i	3	6
CC(=O)c1ccc(NC(=S)N2CCCC2)cc1	-2	-3	-5	6	4	1	i	-37	-2
COc1ccc(S(=O)(=O)Nc2cccc(-n3cnnn3)c2)cc1OC	3	0	-3	6	1	-8	i	-10	0
CC1CCCN1CC#CC(O)(c1ccccc1)c1ccccc1 (configuration not stated)	-9	-1	-2	0	-7	1	i	-16	-8

More results:
SMILES	FAS TE block	Rin1 Abl inh	MsrA act	SKN-1 inh	MT1-MMP act inh	E coli Lon inh	Neddyl block	MLLE-PAM2 inh	CendR NRP1 mod
Cc1ccc(/C(O)=C/c2nc3ccccc3oc2=O)cc1	-10	-3	4	9	.	8	i	-66	-91
CCOCC(=O)Nc1cc(C(=O)Nc2cccc(C)c2C)ccc1Cl	-9	3	-10	6	0	-2	i	1	16
Cc1cccc(NS(=O)(=O)c2ccc(C)c(C(=O)NCc3ccncc3)c2)c1	-5	0	-8	-7	0	-1	i	3	-3
COC(=O)CNC(c1ccccc1Cl)c1cc(Br)ccc1NC(=O)CCN1CCOCC1 (configuration not stated)	-5	1	-5	35*	-1	-14	i	-2	-9
Cc1cc(C)cc(NC(=O)CCCn2nc(C)c3c(C)n(-c4ccccc4)nc3c2=O)c1	-6	4	-3	6	0	10	i	10	-2
CC1(C)NC(=O)N(CC(O)Cn2c3ccccc3c3ccccc32)C1=O (configuration not stated)	-5	-2	-8	-6	-4	-4	i	10	-4
COc1ccccc1-c1cccc(-c2nc(C(=O)Nc3nccs3)cc3c2[C@@H](CCO)N(C(=O)CC2CC2)C3)c1	41	.	-3	-2	2	3	i	.	-12
COC(=O)c1sc(-c2ccccc2)cc1NC(=O)C1CC1	26	-9	-5	9	-3	3	i	-12	4
O=C(O)c1ccc(C2SCC(=O)N2Cc2ccco2)cc1 (configuration not stated)	-6	2	-1	-1	2	-1	i	5	4
CCOc1ccc(NC(=O)CN(C)C(=O)c2ccc3c(c2)C(=O)N(CCC(C)C)C3=O)cc1OCC	2	-1	1	0	1	-3	i	13	10
O=C(CCc1nnc(COc2ccccc2)o1)NCc1ccc(Cl)s1	-15	6	-13	-3	-6	7	i	-14	7
Cc1c(C(c2ccc(F)cc2)c2c(C)n(C)n(-c3ccccc3)c2=O)c(=O)n(-c2ccccc2)n1C	-2	3	-1	-1	-1	-7	i	6	-7
COc1ccc(NC(=O)C2CCN(C(=O)Nc3ccccc3)CC2)cc1S(=O)(=O)N(C)C	-9	-1	-4	-3	-4	-8	i	1	23*
Cc1ccc(C)c(NC(=O)CN(C)C(=O)c2ccc(S(=O)(=O)N(C)c3ccccc3)cc2)c1	6	-2	-3	0	0	-8	i	-19	-3
O=C(NC1CCCC1)C(c1cccs1)N(CC1CCCO1)C(=O)Cc1cccs1 (configuration not stated)	0	-1	-2	11	2	-4	i	10	3
COc1cc(OC)nc(Nc2nc(C(N)c3ccccc3Cl)cs2)n1 (configuration not stated)	-7	3	-2	5	-1	10	i	-18	0
CCOC(=O)C1CCCN(C(=O)Cn2c(=O)c3cccn3c3cccnc32)C1 (configuration not stated)	-6	3	-3	6	-4	-1	i	-5	-8
Cc1cc(OCC(=O)OCC(=O)NC2CCS(=O)(=O)C2)ccc1Cl (configuration not stated)	-6	4	2	-1	5	-15	i	-4	-7
COc1cc(C)c(Br)cc1S(=O)(=O)NCCCN1CCOCC1	-5	-1	-5	-3	-3	-11	i	1	-1
Cc1ccc2[nH]c(=O)c(CN(c3cccc(C)c3C)S(=O)(=O)c3ccccc3)cc2c1	0	0	-4	16	-1	8	i	-15	17
CCOC(=O)CC1COCCN1C(=O)c1cc(COc2ccccc2SC)on1 (configuration not stated)	-1	3	-3	21	2	5	i	11	1
COc1ccc(CN2CCNC(=O)C2CC(=O)N(C)Cc2nccs2)c(OC)c1 (configuration not stated)	-6	-1	-3	-7	0	-5	i	10	7
CCC(CO)Nc1ccn2nc(-c3ccccc3)cc2n1 (configuration not stated)	-3	4	-1	-1	3	-7	.	3	-2
CCCCn1nnnc1C(CC)N1CCN(C/C=C/c2ccccc2)CC1 (configuration not stated)	-5	0	-12	-9	5	-15	i	0	0
COc1ncnc2c1ncn2CCCN1CCN(c2ccccn2)CC1	-9	-3	-4	-4	0	-5	i	-8	-9

Outcome played no part in choosing rows; any-hit rate near 4%.
